# PGC1a acetyl inh: modulators of PGC1a acetylation; U2OS PGC1a acetylation, AlphaScreen anti-acetyl-lysine; with virally co-expressed GCN5 acetyltransferase; inhibition, % at 15.6 µM; hit rate 0.17% among 350,000; AID 651687;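 active = every replicate shows inhibition of at least 40%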;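 also: 0% = neutral control wells and 100% = positive control wells; some results beyond the cut were filed as inactive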
# FN deposition inh: fibronectin deposition inhibition; AH1F fibroblasts, Alexa488-fibronectin deposition fluorescence, overnight; inhibition, % at 12.6 µM; hit rate 0.086% among 350,000; AID 743247;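 active = mean inhibition across replicates of 30% or more, regardless of how many single replicates reach that level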;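 also: positive control wells lacked labelled fibronectin entirely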
#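 Assay system: AH1F fibroblast monolayer, labelled fibronectin deposition. Amount: 10000 cells per well. Also added: labelled fibronectin 24 nM. Compound: single-point pinned compound. Incubation: cell attachment 1 h, compound and FN exposure overnight. Detection: fluorescence after three HBSS washes, excitation 485 nm, emission 525 nm. Read-out: inhibition of fibronectin deposition signal.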
# S100A4 MyoIIA: blocks human S100A4 binding to myosin IIA peptide; AID 652163; P26447; hit rate 0.14% among 360,000; inhibition, % at 10.7 µM; S100A4/TAMRA-MyoIIA peptide fluorescence polarization;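 active = mean inhibition of at least 70% across replicates, with every replicate also reaching that level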
# Target sequence (P26447 whole entry, looked up): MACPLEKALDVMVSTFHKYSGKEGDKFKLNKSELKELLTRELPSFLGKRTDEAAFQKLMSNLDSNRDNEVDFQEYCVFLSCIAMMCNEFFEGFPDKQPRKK
#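 Compound dosing: one dose per compound; test system: human S100A4 monomer with TAMRA-labelled myosin IIA peptide; probe or stimulus: TAMRA-labelled myosin IIA heavy-chain peptide probe, 5 nM; medium: HEPES buffer with Ca2+, pH 7.2; schedule: 5 min incubation before reading; benchmarks: neutral control DMSO, positive control TFP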
# PAX8 inh HTS: lowers PAX8-driven luciferase in RMG-I cells | RMG-I TPO-luciferase reporter, SteadyGlo, 24 h | inhibition, % at 12.6 µM | hit rate 1.2% among 360,000;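 active = mean replicate inhibition at least 60% with every replicate also reaching 60%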;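 also: luciferase light reporting Pax8 driven TPO promoter activity; plate controls were median of neutral control wells for no effect and mitoxantrone controls for full effect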
# LGR2 inh: inhibitors of bursicon-induced Drosophila LGR2 receptor cAMP signaling; AID 720647; hit rate 0.35% among 380,000; inhibition, % at 9.99 µM; HEK293 LGR2, CRE-luciferase, bursicon-stimulated, 4 h;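 active = drop in luminescence signal, shown as inhibition above about 50% in the replicate tests, limit read from the data, passing the limit was not always enough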;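 also: agonist challenge used bursicon conditioned medium at about half maximal strength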
# PglD DTNB: blocks C. jejuni PglD acetyltransferase activity. purified PglD enzyme, DTNB colorimetric CoA detection. inhibition, % at 12.5 µM. hit rate 0.098% among 360,000; in the data active = inhibition above about 16%, passing the limit was not always enough; also: strong numbers were not always called active
# EWS-Fli inh: blocks EWS/Fli oncoprotein-driven transcription | A673 NR0B1-luciferase reporter, viability-normalised | AID 651661 | inhibition, % at 12.6 µM | hit rate 0.67% among 350,000;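 active = mean inhibition of at least 50% after viability correction, with every replicate also passing that limit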;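 also: firefly luciferase signal divided by Alamar Blue viability fluorescence both relative to DMSO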
# ERAP1 inh: blocks human ERAP1 aminopeptidase activity; Q9NZ08; recombinant ERAP1, Leu-AMC fluorescence, 60 min; inhibition, % at 10.7 µM; hit rate 0.15% among 340,000; AID 652197;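 active = mean replicate inhibition of at least 30%, or all replicates individually reaching that 30% level; inactive = mean below 30% and not every replicate reaching it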;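 also: 0% = neutral control wells and 100% = L-leucinethiol positive control wells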
# Target sequence (Q9NZ08 whole entry, looked up): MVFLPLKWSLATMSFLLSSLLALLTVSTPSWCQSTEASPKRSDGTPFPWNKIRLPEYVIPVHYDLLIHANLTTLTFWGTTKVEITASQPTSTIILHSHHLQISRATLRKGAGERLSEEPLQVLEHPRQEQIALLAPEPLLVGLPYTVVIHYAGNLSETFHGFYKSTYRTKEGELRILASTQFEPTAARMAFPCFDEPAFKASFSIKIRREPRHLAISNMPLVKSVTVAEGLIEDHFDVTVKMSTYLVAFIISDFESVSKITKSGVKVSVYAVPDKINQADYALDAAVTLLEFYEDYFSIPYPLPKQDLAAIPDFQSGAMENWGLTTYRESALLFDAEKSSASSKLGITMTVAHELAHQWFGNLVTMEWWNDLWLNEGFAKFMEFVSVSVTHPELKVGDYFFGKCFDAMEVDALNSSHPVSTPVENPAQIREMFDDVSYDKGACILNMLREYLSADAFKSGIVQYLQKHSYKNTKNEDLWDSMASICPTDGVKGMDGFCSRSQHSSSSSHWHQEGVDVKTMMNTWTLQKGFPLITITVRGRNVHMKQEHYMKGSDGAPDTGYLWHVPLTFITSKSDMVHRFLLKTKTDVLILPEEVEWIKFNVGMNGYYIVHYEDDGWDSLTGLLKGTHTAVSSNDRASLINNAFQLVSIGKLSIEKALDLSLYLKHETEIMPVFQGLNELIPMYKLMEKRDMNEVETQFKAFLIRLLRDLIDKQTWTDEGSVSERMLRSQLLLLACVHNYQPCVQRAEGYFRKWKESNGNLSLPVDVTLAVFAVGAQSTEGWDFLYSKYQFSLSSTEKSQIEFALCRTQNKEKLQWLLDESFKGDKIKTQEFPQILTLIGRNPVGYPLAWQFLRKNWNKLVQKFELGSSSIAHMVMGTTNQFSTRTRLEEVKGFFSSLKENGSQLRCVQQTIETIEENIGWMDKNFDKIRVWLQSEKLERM
# * marks the source's active call; other numbers are inactive results; . = not tested or not shown. Not a hit list; any-hit rate near 2.1%.
SMILES,PGC1a acetyl inh,FN deposition inh,S100A4 MyoIIA,PAX8 inh HTS,LGR2 inh,PglD DTNB,EWS-Fli inh,ERAP1 inh
C[C@H]1CN([C@@H](C)CO)C(=O)Cc2cc(NC(=O)Cn3cnnn3)ccc2O[C@H]1CN(C)C(=O)NC1CCCCC1,-3,-2,-18,-2,6,1,-8,-2
COC(=O)[C@]12CCCCC=C1N(CCc1ccc(OC)c(OC)c1)C(=O)[C@H](CC(=O)N1CCCCC1)C2,.,11,-1,-11,11,.,-5,-4
Cc1ccc(OCCn2cnc(Cl)c2Cl)cc1,-12,.,-2,8,-1,.,-21,-2
O=S(=O)(Nc1ncccc1O)c1ccc(Cl)cc1,6,-6,-2,.,4,6,.,-9
COc1ccc(C#Cc2ccc([C@H]3[C@H](CO)N4C(=O)CN(C(=O)Nc5ccccc5F)C[C@@H]34)cc2)cc1,4,.,3,.,19,.,1,-1
C#CCn1c(=NC(=O)c2ccc(Br)s2)sc2cc(NC(C)=O)ccc21,-1,2,.,16,25,.,.,.
CCn1nc(C)c(Br)c1-c1nc(-c2cccc(C)c2)no1,4,-3,6,6,3,0,-1,.
O=C(Nc1ccccc1)N1C[C@@H]2[C@H](c3ccccc31)[C@H](CO)N2CC1CCCC1,-11,.,2,-33,-8,-1,-3,0
COCC(=O)N1C[C@@H](C)[C@H](OC)CN(C)C(=O)c2cc(NC(=O)c3ccccc3)ccc2OC[C@@H]1C,-1,5,3,0,-14,3,-1,-4
CO[C@H]1CN(C)C(=O)c2cc(NS(C)(=O)=O)ccc2OC[C@H](C)N(CC2CCCCC2)C[C@@H]1C,3,15,8,.,-12,17,4,1
O=C(Nc1ccc(F)cc1)N[C@@H]1CC[C@H](CCNS(=O)(=O)c2cccc(Cl)c2)O[C@@H]1CO,5,12,21,4,6,0,4,1
COc1ccc(-n2c(SCC(=O)Nc3ccc(Cl)cc3)nc(O)c(Cc3ccccc3)c2=O)cc1,.,.,-3,-6,11,-1,.,1
Clc1ccccc1Cc1noc(CN2CCN(c3cnccn3)CC2)n1,.,-15,-5,-9,10,.,6,-3
O=C(NCc1ccccc1F)c1ccc2c(c1)OCO2,-10,-7,.,.,-22,0,.,.
COc1ccc(C(C(=O)NCc2ccccc2)N(C(=O)c2snc(C(N)=O)c2N)C2CCCC2)cc1O (centres undefined),.,4,2,-4,-17,4,0,4
CC(C)CCNC(=O)c1ccccc1SCC(=O)NC1CCCCCCC1,-1,-3,-2,7,-4,6,0,2
O=C(NCCc1ccncc1)Nc1ccc(Cl)cc1,-1,-8,.,-28,.,-5,.,.
COc1ccc(NC(=O)CC2C(=O)N(c3ccc(OC)cc3)C(=O)N2Cc2ccc(OC)c(OC)c2)cc1 (centres undefined),1,-2,2,8,-14,.,12,-1
CCCc1cc(=O)oc2cc(C)cc(OC(=O)c3ccco3)c12,-2,.,-4,.,13,.,11,-1
COc1cccc(-c2ccc([C@H]3[C@H](C#N)N(C(=O)Cc4ccccc4)[C@H]3CO)cc2)c1,-15,-16,-4,-6,-2,3,-1,0

# An excerpt of these results, with two lines to a compound:
# Values in the order: PGC1a acetyl inh | FN deposition inh | S100A4 MyoIIA | PAX8 inh HTS | LGR2 inh | PglD DTNB | EWS-Fli inh | ERAP1 inh
> CO[C@H]1CN(C)C(=O)c2cc(NS(C)(=O)=O)ccc2OC[C@H](C)N(CC2CCCCC2)C[C@@H]1C
 : 3 | 15 | 8 | . | -12 | 17 | 4 | 1
> O=C(Nc1ccc(F)cc1)N[C@@H]1CC[C@H](CCNS(=O)(=O)c2cccc(Cl)c2)O[C@@H]1CO
 : 5 | 12 | 21 | 4 | 6 | 0 | 4 | 1
> COc1ccc(-n2c(SCC(=O)Nc3ccc(Cl)cc3)nc(O)c(Cc3ccccc3)c2=O)cc1
 : . | . | -3 | -6 | 11 | -1 | . | 1
> Clc1ccccc1Cc1noc(CN2CCN(c3cnccn3)CC2)n1
 : . | -15 | -5 | -9 | 10 | . | 6 | -3
> O=C(NCc1ccccc1F)c1ccc2c(c1)OCO2
 : -10 | -7 | . | . | -22 | 0 | . | .
> COc1ccc(C(C(=O)NCc2ccccc2)N(C(=O)c2snc(C(N)=O)c2N)C2CCCC2)cc1O (centres undefined)
 : . | 4 | 2 | -4 | -17 | 4 | 0 | 4
> CC(C)CCNC(=O)c1ccccc1SCC(=O)NC1CCCCCCC1
 : -1 | -3 | -2 | 7 | -4 | 6 | 0 | 2
> O=C(NCCc1ccncc1)Nc1ccc(Cl)cc1
 : -1 | -8 | . | -28 | . | -5 | . | .
> COc1ccc(NC(=O)CC2C(=O)N(c3ccc(OC)cc3)C(=O)N2Cc2ccc(OC)c(OC)c2)cc1 (centres undefined)
 : 1 | -2 | 2 | 8 | -14 | . | 12 | -1
> CCCc1cc(=O)oc2cc(C)cc(OC(=O)c3ccco3)c12
 : -2 | . | -4 | . | 13 | . | 11 | -1
> COc1cccc(-c2ccc([C@H]3[C@H](C#N)N(C(=O)Cc4ccccc4)[C@H]3CO)cc2)c1
 : -15 | -16 | -4 | -6 | -2 | 3 | -1 | 0

# Next part.
SMILES,PGC1a acetyl inh,FN deposition inh,S100A4 MyoIIA,PAX8 inh HTS,LGR2 inh,PglD DTNB,EWS-Fli inh,ERAP1 inh
O=C(COC(=O)c1ccc(F)cc1)NCCc1ccc(F)cc1,1,.,-11,-4,-14,.,0,-1
C[C@@H](NC(=O)C[C@@H]1CC[C@@H]2[C@H](COC[C@H](O)CN2Cc2ccc(C(F)(F)F)cc2)O1)c1ccccc1,-5,-3,8,19,-8,-4,8,1
Cc1[nH]c2ccccc2c1SCC(=O)N1CCC(C)CC1,.,9,-4,4,-11,.,1,0
CCCc1cc(=O)n2[nH]c(C)c(-c3ccc(Cl)cc3)c2n1,.,9,0,-3,2,8,-2,-1
CC(NC(=O)c1ccccc1[N+](=O)[O-])C1CC2CCC1C2 (centres undefined),-9,-4,-13,3,-2,-5,2,0
Cc1ccc(NC(=O)COc2ccc3c(c2)OCO3)c(C)c1,-17,-6,-1,-61,-35,-1,-46,4
CN1C(=O)c2cc(NC(=O)c3ccc(F)c(F)c3)ccc2OC[C@H]2O[C@@H](CC(=O)N3CCOCC3)CC[C@H]21,2,5,5,2,7,-4,-4,-3
Nc1cc(=O)[nH]c(SCC(=O)Nc2cc(S(=O)(=O)N3CCOCC3)ccc2Cl)n1,.,-4,0,-7,.,.,-4,4
COc1ccccc1-c1cc(C(=O)Nc2sc3c(c2C#N)CCC(C)C3)c2ccccc2n1 (centres undefined),1,1,.,10,.,4,.,.
C[C@@H]1CN([C@@H](C)CO)C(=O)c2cc(NC(=O)Cn3cnnn3)ccc2O[C@@H]1CN(C)Cc1ccc(Cl)c(Cl)c1,-6,.,-27,-13,-9,2,-1,-3
CCOC(=O)c1cc(-c2ccc(OC)cc2)nc2c1c(C)nn2CCC(N)=S,-16,-11,15,-3,-16,0,1,9
CC1CC(NC(=O)CC#N)CC(C)(C)C1 (centres undefined),.,-12,0,22,8,.,13,.
CCN(CC)c1ccc(S(=O)(=O)N2CCCCC2)cc1NC(=O)CN1C(=O)NC2(CCCC2)C1=O,-17,-7,-4,-2,-1,1,1,1
COc1ccc(OC)c(S(=O)(=O)n2nnc3cc(Cl)ccc32)c1,1,0,.,.,14,-7,.,.
COc1ccc(S(=O)(=O)N2CCN(Cc3cc(=O)n4ccccc4n3)CC2)cc1,13,5,4,0,27,-3,10,-2
CN(C)CCN1CCN(C2CN(Cc3cn(Cc4ccc(C(F)(F)F)cc4)nn3)S(=O)(=O)C2)CC1 (centres undefined),.,2,-2,3,0,.,0,.
C[C@H]1CN([C@@H](C)CO)S(=O)(=O)c2ccc(C#Cc3ccccc3)cc2O[C@@H]1CN(C)C(=O)Nc1ccc2c(c1)OCO2,-2,0,0,18,-15,11,22,0
O=C(NC(=S)Nc1ncc(Br)cc1Br)c1cncc(Br)c1,13,0,.,.,7,8,.,.
COc1ccc2c(c1)[C@@]1(OCCC=C[C@H]1C)C(=O)N2Cc1ccc(Br)cc1,.,-3,0,6,-20,.,-15,4
Cc1sc(NC(=O)C2CC(Cl)=CCC2C(=O)O)c(C#N)c1C (centres undefined),5,0,-2,13,-29,.,11,-12
COc1cccc(S(=O)(=O)N(C)C[C@@H]2Oc3cc(C#CCN(C)C)ccc3S(=O)(=O)N([C@H](C)CO)C[C@H]2C)c1,-7,.,1,.,-16,13,30,0
C[C@@H]1CN([C@H](C)CO)C(=O)c2cccc(NC(=O)C3CCOCC3)c2O[C@H]1CN(C)C(=O)Nc1ccc(C(F)(F)F)cc1,-15,10,17,1,9,0,-6,2
CCN(C[C@@H]1[C@@H](c2ccccc2)[C@H](CO)N1C(=O)COC)S(C)(=O)=O,3,-16,-1,0,4,1,-1,-1
COCCNC(=S)Nc1ccc(Cl)c(Cl)c1,.,8,-1,-18,-25,.,-3,-3
CC(C)(C)NC(=O)C1CCCN(S(=O)(=O)c2cccc3cccnc23)C1 (centres undefined),.,-4,7,4,7,-2,9,3
CCCC(=O)Nc1ccc2c(c1)OC[C@H](C)N(Cc1nccs1)C[C@@H](C)[C@H](OC)CN(C)C2=O,-15,-18,.,-10,5,.,-2,.
COc1cccc(NC(=O)Nc2cc(C(=O)O)ccc2N2CC3CC(C2)c2cccc(=O)n2C3)c1 (centres undefined),-13,-13,-2,-11,1,3,.,0
Cc1noc(C)c1NC(=O)Nc1ccc2c(c1)CC(=O)N([C@@H](C)CO)C[C@@H](C)[C@H](CN(C)S(=O)(=O)c1ccc(Cl)cc1)O2,0,.,7,-3,-7,-2,-6,-1
Cc1c(C(=O)OCC(=O)NCCN2C(=O)CSC2=O)cccc1[N+](=O)[O-],.,4,-1,-1,6,1,-1,-2
COc1ccc(C(=O)NCc2nnc(SCC(=O)NC3=NCCS3)n2C)cc1,.,1,-1,5,9,1,-1,2
O=C(Cn1c(=O)cnc2ccccc21)NC1CCC(O)CC1 (centres undefined),-1,-1,-1,0,19,-3,0,-1
O=C1CC(N2CCc3ccccc32)C(=O)N1c1ccc(F)cc1 (centres undefined),2,.,-2,-3,-8,-3,-12,-5
C[C@@H]1CCCCO[C@@H](CN(C)C(=O)Nc2ccc(C(F)(F)F)cc2)[C@H](C)CN([C@@H](C)CO)C(=O)c2cc(NC(=O)C3CCCCC3)ccc2O1,-4,.,-3,9,5,-2,12,0
COc1ccc(CN(C)CCCn2cnc3c(SC)ncnc32)cc1OC,5,6,-2,0,17,-1,-9,-1
COc1cccc(C(=O)Nc2ccc3c(c2)C(=O)N(C)[C@H]2CC[C@@H](CC(=O)NCc4ccccc4F)O[C@H]2CO3)c1,-1,1,12,0,4,2,5,.
CC(C)[C@H](NC(=O)c1ccccc1F)C(=O)NCCc1ccccc1,-8,-5,-1,-6,-31,-5,-7,-3
COc1cccc(NC(=S)/C(=C(\[O-])c2ccc(OC(F)F)cc2)[n+]2ccccc2)c1,-3,4,5,14,-63,.,2,4
C[C@H](CO)N1C[C@H](C)[C@H](CN(C)C(=O)Nc2ccc3c(c2)OCO3)Oc2cc(C#Cc3cccnc3)ccc2S1(=O)=O,-3,.,6,-5,8,0,-11,-8

# Assay outcomes as filed in PubChem.
